PV pol inh – poliovirus RNA polymerase inhibition | P03300 | poliovirus polymerase elongation, fluorescence polarization; stronger effect = lower value | % elongation, % (compound at 16.7 µg/mL) | 150,000 compounds, 0.66% hits; in the data active = % elongation below about 90%; also: some results filed as inactive read as strong as hits
Target sequence (P03300 1749-2209 limits assumed): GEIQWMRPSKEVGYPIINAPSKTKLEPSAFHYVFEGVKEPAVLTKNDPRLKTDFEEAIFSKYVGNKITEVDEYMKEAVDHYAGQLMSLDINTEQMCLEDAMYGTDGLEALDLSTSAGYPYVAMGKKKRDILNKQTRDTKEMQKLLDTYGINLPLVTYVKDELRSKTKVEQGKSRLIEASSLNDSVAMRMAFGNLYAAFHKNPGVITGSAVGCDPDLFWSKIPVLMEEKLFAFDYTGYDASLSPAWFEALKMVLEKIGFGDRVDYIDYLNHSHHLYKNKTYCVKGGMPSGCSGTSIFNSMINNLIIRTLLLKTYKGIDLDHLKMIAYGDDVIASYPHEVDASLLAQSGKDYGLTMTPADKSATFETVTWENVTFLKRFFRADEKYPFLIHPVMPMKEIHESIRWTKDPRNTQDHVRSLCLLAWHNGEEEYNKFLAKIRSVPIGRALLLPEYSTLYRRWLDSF
PV pol inh FP z-score – recorded beside PV pol inh, whose call it bears; z-score; measured here: FP z-score; hits read low
* hit, by the source's call. The list is partial; count on the stated rates, not on these rows.

SMILES	PV pol inh	PV pol inh FP z-score
Cc1nc(C)c(C(=O)N/N=C/c2cc(Br)ccc2O)s1	122	1.8
O=C(Nc1ccccc1F)c1cc2c(Cl)ccc3c2n1CCO3	106	1.6
COc1ccc(-c2noc(CSc3nnc(-c4ccncc4)n3-c3ccc(OC)cc3)n2)cc1	103	-0.9
C=CCn1c(SCC(=O)Nc2ccc3c(c2)OCO3)nnc1-c1ccccc1F	99	-0.8
Cc1cc(C)n(-c2n[nH]c(=S)n2N)n1	104	0.2
COc1cccc(-c2nnc(-c3cc4cc(Cl)ccc4oc3=O)o2)c1	105	0.3
CCc1cccc(NC(=O)CCc2nc3cccnc3n2Cc2ccc(OC)cc2)c1	105	0.2
O=C(Cn1c2ccccc2c2cn[nH]c(=O)c21)N1CCCCC1	103	0
CCOC(=O)c1sc(NC(=NC)c2ccco2)cc1C	105	0.4
O=C1c2ccccc2C(=O)c2c1oc1c3c(ccc21)OCN(CCC1=CCCCC1)C3	98	-0.6
CCc1ccccc1NC(=O)Cn1nnc(C(=O)OC)c1C(=O)OC	111	-0.3
Nc1nc(C23CC4CCC(CC(C4)C2)C3)cs1	104	0.5
N#CC(C(=O)c1ccc(F)cc1)c1ccccn1 (stereo unspecified)	105	0.3
COc1cccc2c(=O)cc(C)[nH]c12	102	0.2
Cc1cccc(C(=O)OCC(=O)Nc2ccc3[nH]c(=O)[nH]c3c2)c1C	101	-0.2
Cc1ccc(NC(=O)Cn2c(=O)n(Cc3nc(-c4ccccc4)no3)c(=O)c3cc4c(cc32)OCO4)cc1F	105	-0.6
O=C(NCc1nc(-c2ccccc2)cs1)c1ccccc1	102	-0.1
Cc1ccc(CNCc2cccn2-c2nc3ccccc3s2)cc1	99	-1.3
Cn1nc(CC(=O)Nc2ccc(N3CCN(C(=O)OC(C)(C)C)CC3)cc2)c2ccccc2c1=O	102	0.2
CN(C)Cc1ccc(CNC(=O)c2ccc[nH]2)cc1	105	0.4
COC(=O)C1=C(CNCCc2ccccc2)NC(=O)NC1c1ccc(OC)c(OC)c1 (stereo unspecified)	107	2
CCCCOc1cccc(-c2nnc(NC(=O)OC)s2)c1	103	0.6
CCCCN1COc2c(cc(Cl)c3cccnc23)C1	101	-0.2
CCN1CCN(c2ccc(Cl)cc2NC(=O)C2CCCN2C(=O)c2cccs2)CC1 (stereo unspecified)	105	-0.8
COc1ccc(S(=O)(=O)N2CCN(C(=O)Cc3ccsc3)CC2)cc1	106	0.3
CC1=CCC2C(=O)N(c3cccc(C(=O)N(C)C4CCCCC4)c3)C(=O)C2C1 (stereo unspecified)	101	-0.1
O=C(/C=C/c1ccco1)NCc1ccco1	101	-0.6
O=C(NCCCN1CCOCC1)c1ccc(CS(=O)(=O)Cc2ccc(Cl)cc2)o1	100	-0.1
COc1ccccc1N1CCN(C(=O)c2cnc(N3CCOCC3)c3ccccc23)CC1	106	-0.3
COc1ccc(CC(=O)c2ccccc2C(=O)O)cc1	101	0
O=C(NCCSc1c(-c2ccccc2)[nH]c2ccccc12)c1ccc(S(=O)(=O)N2CCOCC2)cc1	108	0.9
O=c1cc(Cn2nnc(-c3ccccc3)n2)[nH]c(=O)[nH]1	103	0
N#Cc1c(N)nc2c(c1-c1cccnc1)CCCCCC2	99	0.1
c1ccc2nonc2c1	101	0.2
CCc1ccccc1Nc1nn2c(=O)c3ccc(C(=O)NC4CCC(C)CC4)cc3nc2s1 (stereo unspecified)	103	-0.7
COc1cccc(-c2[nH]nc(SC)c2C#N)c1	99	-0.8
CCCc1nc2ccccc2n1C(=S)SC	101	-0.1
Cc1nn(C(=O)c2ccccc2)c(C)c1S(=O)(=O)N1CCCCCC1	108	0.3
CC(=O)c1cc(C(=O)Nc2cccc(C)c2)c2ccccn12	109	0.5
CSc1nc(Nc2ccc(F)cc2)c(C#N)c(-c2ccccc2)n1	100	-1.2
CCC(C)NS(=O)(=O)c1ccc(-n2cccn2)cc1 (stereo unspecified)	104	0.5
Cn1c(=O)c(C(=O)NC2CCCCCC2)c(O)c2ccccc21	102	0.2
O=C(CCCSc1ccccc1)Nc1ccc2c(c1)OCO2	100	-0.3
Cc1ccc(-c2ccc(=O)n(CC(=O)NC3CCCC3)n2)cc1	100	-1.3
Cc1ccc(S(=O)(=O)NCC(Sc2nnc(-c3cccs3)n2C2CC2)c2ccccc2)cc1 (stereo unspecified)	107	0.5
Cc1cc(F)ccc1S(=O)(=O)Nc1ccccc1C(=O)Nc1cccnc1	100	-0.4
CC(C)N(C(=O)c1noc2c1CCc1sccc1-2)C1CCCCC1	103	1
CC(C)c1nn2c(=O)cc(COC(=O)COc3ccccc3F)nc2s1	111	0.9
CCc1ccc(/C=C/C2=CC(C)(C)NC(=S)N2)cc1	100	-1
Cc1ccc(C2=NS(=O)(=O)N(C)C(C(=O)N3CCCCC3C)=C2)cc1 (stereo unspecified)	104	0.1
O=c1c2ccccc2c(/C=N/c2ccnn2Cc2ccco2)c(O)n1-c1cccc(C(F)(F)F)c1	107	0.7
CC(C)Oc1ccc(C(=O)Nc2ccnn2C2CCCCC2)cc1	95	-1.2
CC(c1cccs1)n1nccc1NC(=O)c1cnc2ccccc2n1 (stereo unspecified)	103	0.1
CN(C(=O)COC(=O)Cc1ccc(Br)cc1)c1ccccc1	103	0.4
Cc1sc(=[N+]2CCCCC2)sc1SCC(=O)O	100	-0.3
O=C(CSc1n[nH]c(=O)n1Cc1ccco1)Nc1ccccc1Cl	103	0.3
CC(C)C/C=C1\CC/C(=C\c2ccc(N(C)C)cc2)C1=O	71	-5.8
CCOc1ccc(Nc2cc(C)c(C#N)c3nc4ccccc4n23)cc1	105	0
O=C1CC2CCC(CN1)N2CC(=O)Nc1ccccc1C(F)(F)F (stereo unspecified)	101	-0.5
CCOc1ccc2nc(N3CCCC(C(=O)NCCc4ccc(OC)cc4OC)C3)sc2c1 (stereo unspecified)	112	1.9

Additional results:
Below each compound: PV pol inh	PV pol inh FP z-score
O=C(C1CCN(C2CC(=O)N(c3ccc4c(c3)OCO4)C2=O)CC1)N1CCCCCC1 (stereo unspecified)
 : 102	-0.3
Cc1cnc2c(c1SCC(=O)N(C)c1ccccc1)c(=O)n(C)c(=O)n2C
 : 112	1.2
CC(C)(C)CC(=O)Nc1ccc2c(c1)OCCO2
 : 99	-0.2
O=C(NC1(C(F)(F)F)C(=O)Nc2c1c(=O)[nH]c(=O)n2-c1ccc(Cl)cc1)c1ccccc1F (stereo unspecified)
 : 101	-0.3
CC1=NN(C(C#N)c2ccccc2)C(C)(C)C1 (stereo unspecified)
 : 104	0.9
CC(=O)Nc1ccc(NC(=O)c2ccc3c(c2)CCN3S(=O)(=O)c2ccc(C)cc2)cc1
 : 108	0.4
CCC(=O)Nc1sccc1C(N)=O
 : 99	-0.9
Cc1ccc(S(=O)(=O)c2cnc(SCC(=O)Nc3cccc(Cl)c3)nc2N)cc1C
 : 105	0
Fc1cccc(F)c1C=Nc1ccc2c(c1)OCCO2
 : 101	0.1
Cc1ccc(NC(=O)COC(=O)c2cnc3sccn3c2=O)cc1C
 : 100	-0.2
CCOC(=O)C1C2C=CC3(CN(CC(C)C)C(=O)C13)O2 (stereo unspecified)
 : 102	0.2
Cc1ccc(NC(=O)Cn2c(=O)n(CC(=O)NCCc3ccccc3)c(=O)c3ccccc32)cc1
 : 106	-0.6
Cc1ccc(C)c(C(=O)O)c1
 : 98	-0.6
Cc1ccc(OCC(=O)Nc2nnc(SCc3cc(=O)n4cccc(C)c4n3)s2)cc1
 : 110	0.9
CCCC/C(C)=N/n1c(-c2ccco2)csc1=NC
 : 133	2.1
NC(=O)Cn1nc(-c2ccc(Cl)cc2)ccc1=O
 : 105	0.2
COc1ccc(-c2c(C)oc3cc(OCC(O)CN4CCC(C(N)=O)CC4)ccc3c2=O)cc1 (stereo unspecified)
 : 98	-0.2
O=C(O)c1ccc(-c2ccc(C(=O)O)s2)s1
 : 99	-0.1
Cc1ccc(NC(=O)C2=CC(c3cccs3)=NS(=O)(=O)N2C)cc1
 : 106	-0.2
CCc1c(C)nc(SCC(=O)Nc2ccc3c(c2)OCCO3)[nH]c1=O
 : 101	-0.2

The closing 2 entries of the part above come first, to join the parts.
Below each compound: PV pol inh	PV pol inh FP z-score
Cc1ccc(NC(=O)C2=CC(c3cccs3)=NS(=O)(=O)N2C)cc1
 : 106	-0.2
CCc1c(C)nc(SCC(=O)Nc2ccc3c(c2)OCCO3)[nH]c1=O
 : 101	-0.2
CCC1CN(C(=O)n2ccnc2)c2ccccc2O1 (stereo unspecified)
 : 101	-0.2
CCOc1ccc(C(=O)NCc2nc3cccnc3n2Cc2ccc(F)cc2)cc1OCC
 : 112	1
O=C(Cn1c(=O)cnc2ccccc21)NCC(F)(F)F
 : 100	-0.4
COc1cccc(NC(=O)CSc2ncc3c(n2)-c2ccc(Cl)cc2N(C)S3(=O)=O)c1
 : 102	-0.3
Cc1ccc(Cl)cc1N1CCN(C(=O)c2cn(CC(C)C)c(=O)c3c2c2ccccc2n3C)CC1
 : 111	1
CCOC(=O)C1=C(N)N2C(=O)C(C)SC2=C(C(=O)OC)C1c1cccc(OC)c1 (stereo unspecified)
 : 103	-0.1
CCOC(=O)C1(C)C=C(Nc2cccc(C(=O)O)c2)C(=O)N1c1ccccc1 (stereo unspecified)
 : 114	0.5
COC(=O)[C@@H]1CC(O)CN1S(=O)(=O)c1ccc(C)cc1 (stereo partly specified)
 : 104	-0.3
Cc1oc2c(CN3CCCCC3)c(O)ccc2c(=O)c1Oc1ccc(Cl)cc1
 : 99	-0.3
CCC(NC(=O)c1ccccc1NC(=O)C(C)(C)C)C(=O)N1CCCC1 (stereo unspecified)
 : 111	0.6
CN(C)C(=O)c1ccc(-n2cnc3ccccc3c2=O)cc1
 : 102	0.7
CCOc1ccc(CCNC(=O)c2ccc3c(c2)sc2nc(-c4ccc(F)cc4)cn23)cc1OCC
 : 107	-0.9
CSc1nsc(SC)c1C(=O)NC(=O)Nc1ccc(Cl)cc1
 : 109	0.9
O=C(O)Cc1nnn(C23CC4CC(CC(C4)C2)C3)n1
 : 101	0
CCOc1ccc(C(=O)c2nc3ccccc3s2)cc1
 : 100	-0.3
NCCCc1nc2cc3sc(CCCN)nc3cc2s1
 : 97	-0.7
CCN(CC)CCCNC(=O)c1ccc2c(c1)NC(=O)C(CS(=O)(=O)Cc1cccc(Br)c1)N2 (stereo unspecified)
 : 104	-0.8
CCOc1ccc(C(=O)CCC(=O)N2CCN(C(=O)C3CC3)CC2)cc1
 : 111	1.2
CC(NC1CC(=O)N(C)C1=O)c1ccccc1 (stereo unspecified)
 : 99	-0.9
O=S(=O)(Nc1nc2ccccc2nc1Nc1ccc2nsnc2c1)c1ccccc1
 : 107	0.6
O=C(OCc1ccccc1)N1CCc2ccccc21
 : 103	0.6
COc1cc(C(=O)OCC(=O)N(C)C2CCS(=O)(=O)C2)ccc1OCc1c(C)noc1C (stereo unspecified)
 : 101	-0.3
COc1ccc(CN2C(=O)CNC2=O)cc1
 : 102	0.4
CC(C)c1ccc(NC(=O)CSc2ncn[nH]2)cc1
 : 100	-0.5
Cc1cc(NCC(c2ccccc2)N(C)C)nc2ccccc12 (stereo unspecified)
 : 102	-0.3
O=C(O)c1ccc(CNCCc2ccccc2)s1
 : 103	0.1
Clc1ccc2nc(NCc3ccccc3)c3nncn3c2c1
 : 109	0.7
COc1ccc(NC(=O)c2oc3c(c2C)-c2nn(Cc4ccccc4Cl)cc2CC3)cc1OC
 : 114	1.2
CCc1ccc(NC2CC(=O)N(c3ccccc3)C2=O)cc1 (stereo unspecified)
 : 98	-2
COc1ccc(CCCc2n[nH]c(=S)o2)cc1
 : 104	0.5
O=C(NC(=S)Nc1ccc(-c2nc3ccccc3o2)cc1)c1ccc(F)cc1
 : 100	-0.5
O=C(CNS(=O)(=O)c1ccc(Br)s1)N1CCN(c2ccccc2F)CC1
 : 107	0.5
CN(C)S(=O)(=O)c1cccc(COC(=O)c2nn(C)c(=O)c3ccccc23)c1
 : 102	-0.1
COCCn1nnnc1C(CC(C)C)N1CCN(c2cc(Cl)ccc2C)CC1 (stereo unspecified)
 : 99	-0.5
COc1ccc(C)cc1-n1c(-c2ccc(C)cc2)cc2c1CC(C)(C)CC2=O
 : 113	1.7
CN(C)c1nc(N(C)C)nc(N(C)C#N)n1
 : 102	0.2
O=C(NC1CC(=O)N(c2ccc(F)cc2)C1)C1CCCCC1 (stereo unspecified)
 : 107	0.1
O=C1CC(NC2CC2)C(=O)N1c1ccccc1 (stereo unspecified)
 : 102	0
COc1ccc(S(=O)(=O)Nc2ccc3oc4c(c3c2)CCCC4)cc1
 : 105	0.1
Oc1c(C(c2ccc(C(F)(F)F)cc2)N2CCCC2)ccc2cccnc12 (stereo unspecified)
 : 133	3.9
Cn1nc(C(=O)NC2CCCCCC2)ccc1=O
 : 99	-0.7
C=CCn1c(C)cc(C(=O)COn2nnc3ccc(Cl)cc32)c1C
 : 107	0.6
Cc1ccc(Cl)cc1NC(=O)COC(=O)c1ccc(Br)o1
 : 100	-0.7

Gathered by group: the compounds so far containing an NH in an aromatic ring
Below each compound: PV pol inh	PV pol inh FP z-score
Cc1cc(C)n(-c2n[nH]c(=S)n2N)n1
 : 104	0.2
O=C(Cn1c2ccccc2c2cn[nH]c(=O)c21)N1CCCCC1
 : 103	0
COc1cccc2c(=O)cc(C)[nH]c12
 : 102	0.2
Cc1cccc(C(=O)OCC(=O)Nc2ccc3[nH]c(=O)[nH]c3c2)c1C
 : 101	-0.2
CN(C)Cc1ccc(CNC(=O)c2ccc[nH]2)cc1
 : 105	0.4
O=C(NCCSc1c(-c2ccccc2)[nH]c2ccccc12)c1ccc(S(=O)(=O)N2CCOCC2)cc1
 : 108	0.9
O=c1cc(Cn2nnc(-c3ccccc3)n2)[nH]c(=O)[nH]1
 : 103	0
COc1cccc(-c2[nH]nc(SC)c2C#N)c1
 : 99	-0.8
O=C(CSc1n[nH]c(=O)n1Cc1ccco1)Nc1ccccc1Cl
 : 103	0.3
O=C(NC1(C(F)(F)F)C(=O)Nc2c1c(=O)[nH]c(=O)n2-c1ccc(Cl)cc1)c1ccccc1F (stereo unspecified)
 : 101	-0.3
CCc1c(C)nc(SCC(=O)Nc2ccc3c(c2)OCCO3)[nH]c1=O
 : 101	-0.2
CC(C)c1ccc(NC(=O)CSc2ncn[nH]2)cc1
 : 100	-0.5
COc1ccc(CCCc2n[nH]c(=S)o2)cc1
 : 104	0.5

Screens from PubChem BioAssay.
